LEDGF integ inh: blocks HIV-1 LEDGF/p75-dependent DNA integration | AID 743269 | actives 0.64% (n = 370,000) | TR-FRET IN-LEDGF/p75 DNA integration, Eu/Cy5 | inhibition, % at 3.7 µM;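 active = inhibition above the screen-wide mean plus 3 SD, cut at about 13% in these data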;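 note: signal is the Cy5 over europium emission ratio at 671 and 618 nm; 0% = plate median of compound wells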
ARFGAP1 inh: inhibitors of rat ARFGAP1; Q62848; inhibition, % at 16.5 µM; Arfgap1-stimulated ARF1 GTP hydrolysis, GDP FP detection; AID 651572; actives 0.26% (n = 360,000);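 active = inhibition above a per-plate limit, mean inhibition of low control wells plus 3 SD, cut at about 25% in these data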;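 note: 0% = DMSO wells with enzyme and 100% = wells lacking Arfgap1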
Target sequence (Q62848 1-136 limits assumed): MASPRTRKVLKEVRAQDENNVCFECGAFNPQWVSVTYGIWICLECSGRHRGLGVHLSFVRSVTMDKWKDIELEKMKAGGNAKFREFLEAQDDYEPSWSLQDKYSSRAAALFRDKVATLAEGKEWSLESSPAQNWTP
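Material: truncated rat Arfgap1 GAP domain; Incubation: compound-enzyme preincubation 20 min, reaction 120 min, detection 60 min, 25 °C; Read-out: percent inhibition of Arfgap1-stimulated GTP hydrolysis; Technique: FP, GDP Alexa 633 tracer displaced from anti-GDP antibody, 620/688 nm; Controls: No-Arfgap1 wells (100%) versus DMSO full-reaction wells (0%); Replication: single well per compound.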
KLK7 zymogen act: activates the human kallikrein-7 zymogen. activation, % at 7 µM. P49862. purified proKLK7, EDANS-DABCYL substrate fluorescence; 100% is mature enzyme control, 0% vehicle. actives 0.9% (n = 370,000);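 active = activation above the mean of all tested compounds plus 3 SD, computed per campaign excluding outliers beyond control limits, cut at about 13% in these data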
TDP2 absorb: TDP2 (human) inhibition, absorbance primary screen; actives 0.34% (n = 370,000); recombinant TDP2, T5PNP hydrolysis, p-nitrophenol absorbance 415 nm; AID 720702; O95551; inhibition, % at 12.8 µM;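 active = inhibition above the mean of all tested compounds plus 3 SD, set per campaign, cut at about 25% in these data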;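 note: 0% = DMSO with enzyme and 100% = buffer with substrate but no TDP2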
Target sequence (O95551 whole entry, looked up): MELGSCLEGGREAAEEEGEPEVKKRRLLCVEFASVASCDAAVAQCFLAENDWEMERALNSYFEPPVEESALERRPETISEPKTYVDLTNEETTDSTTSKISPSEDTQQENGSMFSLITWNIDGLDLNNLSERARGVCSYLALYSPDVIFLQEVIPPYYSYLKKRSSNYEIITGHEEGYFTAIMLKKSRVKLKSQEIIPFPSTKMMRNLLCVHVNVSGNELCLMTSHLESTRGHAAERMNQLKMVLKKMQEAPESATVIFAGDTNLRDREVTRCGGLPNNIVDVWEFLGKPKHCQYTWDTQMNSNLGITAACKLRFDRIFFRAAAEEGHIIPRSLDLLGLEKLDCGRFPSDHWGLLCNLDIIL
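Evaluation: % inhibition relative to enzyme-containing and enzyme-free wells. Material: recombinant human TDP2. Benchmarks: enzyme-free and DMSO wells. Timing: enzyme reaction with compound for 2 h at 37 °C. Compound dosing: 12.8 µM only. Measured by: p-Nitrophenol epi absorbance. Reagent: T5PNP substrate at 5 mM, a TopII-DNA adduct mimic. Replication: single well per compound.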
ADAM17 inh: ADAM17 inhibition, QFRET primary screen; P78536; recombinant ADAM17, EDANS/DABCYL FRET peptide cleavage; inhibition, % at 6.95 µM; actives 0.83% (n = 370,000); AID 720648;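 active = inhibition above the mean of compounds lying between control limits plus 3 SD, set per campaign, cut at about 8.5% in these data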;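 note: 0% = DMSO-only wells as the low control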
ADAM10 inh: inhibitors of human ADAM10. O14672. recombinant ADAM10, EDANS/DABCYL FRET peptide cleavage, 3 h. inhibition, % at 7 µM. actives 0.62% (n = 370,000). AID 720582;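 active = inhibition above a per-campaign cutoff equal to the mean of compounds falling between control-based bounds plus 3 SD, cut at about 20% in these data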;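 note: 0% = DMSO wells while the 100% control is not disclosed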
Tn6 DDE FP: DD(E)-Tn6 binding inhibition, primary FP screen | P02675 | Fibrin DD(E) TRITC-Tn6 fluorescence polarization displacement | inhibition, % at 8.3 µM | actives 0.21% (n = 370,000);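 active = inhibition above a per-campaign cutoff: mean of compounds within control limits plus 3 SD, cut at about 15% in these data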;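 note: 0% = median of all compound wells on the plate and 100% = blocking peptide control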
PLCg1 inh: PLC-gamma1 (human) inhibition, primary screen; P19174; purified PLC-gamma1, fluorogenic substrate, fluorescence; inhibition, % at 12.2 µM; actives 0.84% (n = 370,000); AID 720700; in the data active = inhibition above about 9.5%
ASAP1 inh: inhibitors of human ASAP1 ArfGAP activity; Q9ULH1; ASAP1-stimulated ARF1 GTP hydrolysis, GDP FP detection; inhibition, % at 16.5 µM; actives 0.19% (n = 360,000); in the data active = inhibition above about 25%;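 note: 0% = vehicle with enzyme and substrate and 100% = no enzyme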
Target sequence (Q9ULH1 325-724 limits assumed): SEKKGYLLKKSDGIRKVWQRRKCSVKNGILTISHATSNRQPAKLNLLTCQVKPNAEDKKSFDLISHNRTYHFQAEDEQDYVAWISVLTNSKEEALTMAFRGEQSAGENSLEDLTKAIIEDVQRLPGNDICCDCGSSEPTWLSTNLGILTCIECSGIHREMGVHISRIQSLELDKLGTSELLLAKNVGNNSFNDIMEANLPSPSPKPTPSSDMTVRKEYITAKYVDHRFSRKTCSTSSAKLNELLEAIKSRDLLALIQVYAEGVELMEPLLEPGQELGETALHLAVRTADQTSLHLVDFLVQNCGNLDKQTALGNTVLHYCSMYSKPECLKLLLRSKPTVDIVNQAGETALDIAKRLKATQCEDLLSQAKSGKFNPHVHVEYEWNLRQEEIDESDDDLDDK
DDE Tn7 FP inh: DD(E)-Tn7 binding inhibition, primary FP screen; inhibition, % at 8.3 µM; actives 0.13% (n = 370,000); AID 720508; FP displacement of FITC-Tn7 peptide from fibrin DD(E); 0% = median of compound wells per plate;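 active = inhibition above the mean of compounds falling within the control limits plus 3 SD of them, cut at about 14% in these data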;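 note: 0% = plate median of compound wells and 100% = 10 µM Aha-Tn7 peptide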
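System: human fibrin DD(E); quantity: Fibrin-DD(E) at 2 µM final; also added: fluorescent Tn7 probe at 0.1 µM; compound dosing: single nominal test concentration of 8.3 µM per compound; schedule: 10 min preincubation, 3 h with tracer, room temperature; detection: fluorescence polarization of the labelled Tn7 tracer; repeats: one replicate per compound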
An asterisk follows results filed as active; i = inactive; nt = not tested or not shown.

SMILES	LEDGF integ inh	ARFGAP1 inh	KLK7 zymogen act	TDP2 absorb	ADAM17 inh	ADAM10 inh	Tn6 DDE FP	PLCg1 inh	ASAP1 inh	DDE Tn7 FP inh
CC(C)Nc1ccc(C(CC(N)=O)NC(=O)Cc2ccc(Cl)cc2)cc1[N+](=O)[O-] (centres undefined)	-1	11	0.1	0	-2	-1	-6	-3	-6	5
Cc1ccccc1-c1noc(-c2ccccc2C(=O)O)n1	6	-3	0.2	-4	-3	7	-2	0	-3	-1
Cc1ccccc1N1CCN(C2CCCN(C(=O)c3ocnc3C)C2)CC1 (centres undefined)	-2	-3	0.4	-24	3	3	6	8	5	0
COCCCNC(=O)c1ccccc1-c1cc(C)no1	2	1	-0.4	-12	-5	-3	-1	1	9	0
CC(C)CNC(=O)c1cccc(NC(=O)Cc2ccc(Cl)cc2)c1	1	-4	-0.6	11	-5	-9	-2	-2	-5	-6
Cc1cc(C)n2c(Nc3c(C)cccc3C)c(-c3cccnc3)nc2n1	-4	3	0.1	1	-7	-21	-4	-99	1	5
COC(=O)Cc1c(C)c2ccc(OC(=O)c3ccco3)cc2oc1=O	4	-1	439*	6	i	i	6	i	-16	-3
O=C(O)CCn1c(O)c(C=C2N=c3ccccc3=N2)sc1=S	-4	-7	1.7	8	-9	-27	4	-31	-6	3
CCC(CNc1cc(OC)cc2cccnc12)NC1CCCCC1 (centres undefined)	58*	7	2.0	79*	-3	-11	33*	-30	18	10
Cc1ccc(S(=O)(=O)N(CC(=O)NC2CC3CCC2C3)c2ccccc2)cc1 (centres undefined)	-3	-10	0.3	4	-1	0	4	4	7	1

Record cards, from the list above. Order of screens: LEDGF integ inh, ARFGAP1 inh, KLK7 zymogen act, TDP2 absorb, ADAM17 inh, ADAM10 inh, Tn6 DDE FP, PLCg1 inh, ASAP1 inh, DDE Tn7 FP inh
Cc1cc(C)n2c(Nc3c(C)cccc3C)c(-c3cccnc3)nc2n1 reads -4, 3, 0.1, 1, -7, -21, -4, -99, 1, 5
O=C(O)CCn1c(O)c(C=C2N=c3ccccc3=N2)sc1=S reads -4, -7, 1.7, 8, -9, -27, 4, -31, -6, 3
CCC(CNc1cc(OC)cc2cccnc12)NC1CCCCC1 (centres undefined) reads 58*, 7, 2.0, 79*, -3, -11, 33*, -30, 18, 10
Cc1ccccc1-c1noc(-c2ccccc2C(=O)O)n1 reads 6, -3, 0.2, -4, -3, 7, -2, 0, -3, -1
Cc1ccccc1N1CCN(C2CCCN(C(=O)c3ocnc3C)C2)CC1 (centres undefined) reads -2, -3, 0.4, -24, 3, 3, 6, 8, 5, 0

The list continues:
SMILES	LEDGF integ inh	ARFGAP1 inh	KLK7 zymogen act	TDP2 absorb	ADAM17 inh	ADAM10 inh	Tn6 DDE FP	PLCg1 inh	ASAP1 inh	DDE Tn7 FP inh
CCOc1ccccc1Oc1c(C)oc2c(CN3CCN(CCO)CC3)c(O)ccc2c1=O	-1	1	129*	-9	i	i	1	i	-1	2
CNC(=O)C1CC(=O)N(CCc2ccccc2)C(=Nc2ccc(OC)cc2)S1 (centres undefined)	-1	-13	-0.5	-2	2	-5	7	5	8	-1
Cc1ccc(C(=O)CN2C(=O)NC3(CCc4ccccc43)C2=O)s1 (centres undefined)	-2	1	0.0	0	-6	1	3	-1	2	0
Cc1ccc(S(=O)(=O)Nc2cc(Cl)c(O)cc2C)cc1	3	9	0.4	-4	3	8	2	2	-5	-1
C[C@@H]1CN([C@H](C)CO)C(=O)c2cc(C#Cc3ccccc3F)cnc2O[C@@H]1CN(C)S(=O)(=O)c1ccccc1F	2	5	0.0	9	-2	-5	3	1	4	3
O=C(Nc1nnc(Cc2ccc(Cl)cc2)s1)c1ccco1	-3	5	-0.7	5	-5	3	-2	-3	7	2
CCCNc1[nH]c(=O)n(C)c(=O)c1N=O	-4	0	-0.2	11	-3	5	-3	-2	-5	-7
CC(C)(C)n1nc2c(c1NC(=O)c1ccc(S(=O)(=O)N3CCCCC3)cc1)CS(=O)C2 (centres undefined)	-5	16	-1.8	2	-4	-2	1	1	12	3
Cc1cc(CCN2CCC(=O)NC2=S)ccc1OC(C)C	2	-7	0.0	-1	-4	0	3	6	-1	2
CN1CCN(S(=O)(=O)c2cccc(C(=O)Nc3cccc(S(N)(=O)=O)c3)c2)CC1	-3	-7	-0.7	7	-2	0	-5	2	7	1
O=C(COC(=O)CCC(=O)c1cccs1)NCc1ccc(Cl)cc1	4	-7	0.2	0	-5	-4	0	-1	-15	0
CCN(CC)c1ccc2cc(C(N)=O)c(=O)oc2c1	3	-2	4.9	-6	-51	-169	20*	-103	-16	-8
CCOC(=O)N1CCN(CC(=O)N2c3ccccc3Sc3ccccc32)CC1	1	6	-0.4	16	8	-6	5	-1	-11	-7
c1ccc(Nc2ccc3c4c(cccc24)CC3)cc1	6	0	-3.8	0	-8	-21	-5	-130	-1	2
Cc1c(CC(=O)N2CCC(C(N)=O)CC2)c(=O)oc2cc3c(cc12)CCC1(CCCCC1)O3	4	-7	-2.5	6	i	i	-9	-103	4	-1
COCCN1C[C@@H](CO)O[C@@H](n2cnc3c(N4CCN(c5ccccc5)CC4)ncnc32)C1	-3	6	-0.1	-9	2	-7	-9	1	9	8
Cc1ccc(NC(=O)C2CCCN2C(=O)NCc2ccccc2)cc1 (centres undefined)	-3	2	-0.6	-1	-4	-1	2	0	4	5
COC(=O)c1cc(OC)c(OC)cc1NC(=S)N1CCN(c2ccccn2)CC1	1	-3	0.4	4	-2	-1	-3	-2	3	-4
NS(=O)(=O)c1ccc2c(c1)oc(=O)c1cc(S(N)(=O)=O)ccc12	-7	9	0.0	-1	1	-11	1	-1	-11	4
COc1cccc(C(C(=O)NC(C)(C)C)N(CC(C)C)C(=O)CCC(=O)Nc2cc(C)on2)c1OC (centres undefined)	-1	3	-0.1	2	-3	-6	1	0	0	-6
CC(C)(C)NC(=O)COc1ccccc1C#N	2	3	-0.6	8	-2	-5	-5	1	-11	4
Cc1cc(C(F)F)n2nc(C(=O)Nc3sc4c(c3C#N)CCC4)nc2n1	-1	2	-0.2	2	0	3	-1	2	-2	7
O=C(O)c1ccc(-c2ccc(/C=C3\NC(=O)N(Cc4ccc(Cl)cc4)C3=O)o2)cc1Cl	29*	-1	-0.3	3	-12	-38	-1	-29	2	-5
CCN(CC)S(=O)(=O)c1ccc(N2CCCC2)c(NC(=O)c2nn(C)c(=O)c3ccccc23)c1	4	-7	0.7	10	-3	0	-9	-3	-5	-9
O=C1NC(=O)C(CC(=O)N(Cc2cccs2)C2(C(=O)NC3CCCC3)CCCCC2)N1 (centres undefined)	3	3	-0.3	-1	0	-3	-2	2	-7	-8
Cn1c2ccccc2c2cc(C(=O)NNS(=O)(=O)c3ccc(F)cc3)sc21	0	-7	0.3	-3	-18	-50	-3	-12	-2	5
CCOc1ccccc1NC(=O)CSc1nc2ccccc2c(=O)n1CC1CCCO1 (centres undefined)	-2	8	-0.2	-10	0	7	-1	0	7	-2
CC(C)CCNc1cc(=O)n(C)c(=O)n1C	-7	5	1.1	3	-3	-3	11	2	-16	4
COc1ccc(C(=O)OCCN(C)C2CN(Cc3cn(Cc4cccc(C)c4)nn3)S(=O)(=O)C2)cc1OC (centres undefined)	5	nt	0.0	-4	0	3	1	3	nt	-3
CCN1C(=O)/C(=C\c2ccco2)C(C(=O)OC)=C1C	-2	0	0.2	7	5	3	1	-1	-5	3

Some values from the results shown.
O=C1NC(=O)C(CC(=O)N(Cc2cccs2)C2(C(=O)NC3CCCC3)CCCCC2)N1 (centres undefined) @ TDP2 absorb = -1
COc1ccc(C(=O)OCCN(C)C2CN(Cc3cn(Cc4cccc(C)c4)nn3)S(=O)(=O)C2)cc1OC (centres undefined) @ TDP2 absorb = -4
CCOc1ccccc1NC(=O)CSc1nc2ccccc2c(=O)n1CC1CCCO1 (centres undefined) @ Tn6 DDE FP = -1
CC(C)CNC(=O)c1cccc(NC(=O)Cc2ccc(Cl)cc2)c1 @ ADAM10 inh = -9
COCCCNC(=O)c1ccccc1-c1cc(C)no1 @ Tn6 DDE FP = -1
Cn1c2ccccc2c2cc(C(=O)NNS(=O)(=O)c3ccc(F)cc3)sc21 @ TDP2 absorb = -3
CCOC(=O)N1CCN(CC(=O)N2c3ccccc3Sc3ccccc32)CC1 @ DDE Tn7 FP inh = -7

Remaining list, next part
SMILES	LEDGF integ inh	ARFGAP1 inh	KLK7 zymogen act	TDP2 absorb	ADAM17 inh	ADAM10 inh	Tn6 DDE FP	PLCg1 inh	ASAP1 inh	DDE Tn7 FP inh
C/C(=N\NC(=O)c1cccc(S(=O)(=O)N2CCCC2)c1)c1ccco1	-2	-2	-0.6	1	-3	-12	2	-6	-6	-4
O=C(OCCCC(=O)N1CCOCC1)c1ccccc1	-5	-5	0.0	2	-4	-15	6	1	-1	8
O=C(OCC(=O)N1CCCc2ccccc21)c1cc(Cl)ccc1O	-1	1	0.9	-13	1	-8	-6	-5	2	-5
O=C(OCc1cccc([N+](=O)[O-])c1)c1ccc2ccccc2n1	5	13	-0.1	-1	-1	-2	2	4	5	3
CC1CC1C(=O)OCC(=O)Nc1cccc([N+](=O)[O-])c1 (centres undefined)	4	2	-0.6	-5	2	13	4	3	1	4
C=CCSc1ncnc2sc(C)c(C)c12	-2	-8	0.1	-4	-1	-5	13	-1	8	0
CCn1c(O)c(N=NC(=O)c2cccs2)c2ccccc21	1	7	-0.1	0	-15	-6	-4	4	5	5
O=C(CC1C(=O)NCCN1Cc1ccc(-c2ccccc2)cc1)NCCCn1cccn1 (centres undefined)	5	-1	-0.5	-9	1	3	6	1	-2	2
N#Cc1ccc(C23CC4(C2)[C@H](CN(Cc2ccc(-c5ccccc5)cc2)[C@@H]4c2ccccc2)C3c2ccc(Cl)nc2)cc1 (some centres undefined)	4	6	-0.7	-18	13*	18	-6	13*	2	-14
CS(=O)(=O)N1CCCC(C(=O)NCCN2CCC(Cc3ccccc3)CC2)C1 (centres undefined)	2	0	0.3	-26	7	11	2	5	-3	-2
COC(=O)c1ccc(COc2ccc3c(C)c(C)c(=O)oc3c2)o1	7	11	-3.1	-3	-43	-138	1	-18	10	-5

Source: PubChem BioAssay (The Scripps Research Institute Molecular Screening Center)
